Screens as filed in PubChem.
HDAC3 inhib: HDAC3 deacetylase inhibitors, primary screen, biochemical, fluorescence, cell-free homogeneous; recombinant HDAC3, fluorogenic peptide/trypsin coupled; inhibition, % at 8.3 µM; hit rate 0.15% among 320,000; in the data active = inhibition above about 26%, passing the limit was not always enough; inconclusive = no clear call, values can overlap the other calls
Target sequence (O15379 whole entry, looked up): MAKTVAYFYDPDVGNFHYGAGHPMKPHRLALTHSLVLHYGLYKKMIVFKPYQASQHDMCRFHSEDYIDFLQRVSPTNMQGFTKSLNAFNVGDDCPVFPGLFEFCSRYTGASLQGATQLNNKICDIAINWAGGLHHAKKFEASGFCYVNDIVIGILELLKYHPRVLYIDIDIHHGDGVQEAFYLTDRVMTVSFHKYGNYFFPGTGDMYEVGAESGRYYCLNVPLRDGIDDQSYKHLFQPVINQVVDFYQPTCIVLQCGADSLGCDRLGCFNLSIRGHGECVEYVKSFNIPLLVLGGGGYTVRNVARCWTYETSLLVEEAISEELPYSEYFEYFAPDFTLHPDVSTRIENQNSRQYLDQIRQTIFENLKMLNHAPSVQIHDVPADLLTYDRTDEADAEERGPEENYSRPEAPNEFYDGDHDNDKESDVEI
KLF5 inhibitor: KLF5 expression inhibitors, primary screen, DLD-1 cells, luminescence. DLD-1 KLF5 promoter-luciferase reporter. inhibition, % at 5 µM. hit rate 0.23% among 290,000;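 active = inhibition above a per-plate limit of that plate's mean compound inhibition plus 3 SD, cut at about 60% in these data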;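 note: 0% = DMSO wells and 100% = LY294002 at 200 µM; higher means less KLF5 promoter-driven luciferase light; inactives centre near -14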
Platelet DG rel: inhibitors of platelet dense granule secretion, primary screen, cell-based, MLPCN, human platelets; AID 1663, 2009; human platelet-rich plasma, SFLLRN dense granule ATP release, luminescence; hit rate 0.22% among 300,000; inhibition, %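 (compounds screened at 7.5 µM in platelet-rich plasma)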;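 active = mean replicate score, as percent of positive control, at or above 50; inconclusive = mean below 50 but at least one replicate at or above 50; inactive = mean and every replicate below 50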
IEC-6 tox: cytotoxicity in IEC-6 intestinal epithelial cells, primary screen, cytotoxicity control for KLF5 inhibitor project, cell-based, luminescence; IEC-6 cytotoxicity, luminescence viability; inhibition, % at 5 µM; hit rate 0.78% among 290,000; AID 1825, 2009; in the data active = inhibition above about 22%;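 note: 0% = plate median of test compound wells and 100% = cytotoxic reference compound wells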
HSF1 inh: HSF1 inhibitors in luciferase reporter cells, primary screen, cell-based, NIH3T3, luminescence; NIH3T3-HGL HSE-luciferase, MG132-induced, luminescence 8 h; hits give low values; activity change, negative = inhibition, % at 7.5 µM (by protocol); AID 2098, 2009; hit rate 0.77% among 300,000;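 active = more than half of replicate wells show activity change below -50%, luminescence cut by over half; inconclusive = some wells, but at most half, below -50%; inactive = no replicate well below -50%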;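 note: luciferase reports HSF-1 transcriptional activity via heat shock element; 0% = median of DMSO wells and -100% = zero luminescence signal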
HSP90 refold inh: HSP90 inhibitors, primary screen, cell lysate, luminescence; Heat shock protein HSP 90 (rabbit reticulocyte lysate; luciferase refolding); hit rate 0.91% among 290,000; Rabbit reticulocyte lysate, luciferase refolding luminescence, 3 h; inhibition, % at 5.6 µM;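 active = inhibition above the screen-wide mean plus 3 SD, computed separately per campaign, cut at about 16% in these data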;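 note: 0% = DMSO wells and 100% = 60 µM geldanamycin wells; inhibitors lower the luminescence because luciferase stays unfolded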
HSF-1 act: HSF-1 activators, primary screen, NIH3T3-HGL cells, MG132 stress, luminescence, single point. NIH3T3-HGL HSF-1 luciferase reporter, 8 h; 100% = twice DMSO control signal. activation, % at 9 µM. hit rate 1.7% among 300,000. AID 504408, 2011;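 active = mean replicate activation of at least 50% with a set share of replicates each reaching 50%; inconclusive = only one of those two conditions met; inactive = mean below 50% and too few replicates reaching it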;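 note: 0% = median of the neutral control wells and 100% = twice that signal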
HIF activator: HIF pathway transcriptional activators, primary screen, cell-based, U2OS HRE-luciferase, luminescence; U2OS HRE-luciferase reporter; normalized: DMSO 0%, desferrioxamine 100%; activation, % at 7.5 µM (by protocol); hit rate 0.32% among 300,000; AID 1910, 2009;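 active = mean activation of at least 10% of the iron chelator positive control signal, with at least half of replicates also reaching 10%; inconclusive = mean and replicate majority disagree about reaching 10%; inactive = mean and most replicates under 10%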
AI-2 QS mod: Vibrio harveyi AI-2 quorum sensing modulators, primary screen, JMH597 strain, luminescence/OD600 ratio; Vibrio harveyi JMH597 AI-2 luminescence/OD600 ratio, 9 h; hits give low values; strain lacks LuxN and CqsS sensors; 0 = neutral-control median; hit rate 0.4% among 300,000; activity change, % at 7.5 µM; in the data active = activity change below about -75%, passing the limit was not always enough; inconclusive = no clear call, values can overlap the other calls;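 note: luminescence divided by OD600 gain over 9 h not by final OD600 alone; inactives centre near 13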
aSyn 5UTR inh: MLPCN primary screen, SNCA 5' untranslated region. hit rate 0.82% among 300,000. alpha-synuclein 5'UTR reporter, inhibitor activity. inhibition, % (tested at 7.5 µM). AID 1813, 2009; in the data active = inhibition above about 60%; inconclusive = no clear call, values can overlap the other calls;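 note: H4 neuroglioblastoma cells stably carrying SNCA 5'UTR luciferase fusion; 0% = DMSO wells and 100% = positive control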
An asterisk follows results filed as active; ? = inconclusive; . = no result given.

SMILES	HDAC3 inhib	KLF5 inhibitor	Platelet DG rel	IEC-6 tox	HSF1 inh	HSP90 refold inh	HSF-1 act	HIF activator	AI-2 QS mod	aSyn 5UTR inh
Cc1c2c(nc3c(C)cccc13)OC(C)C2 (stereo unspecified)	3	4	-8	6	-3	-1	-11	0.9	10	-1
O=C(c1cc2cc(Br)ccc2o1)N1CCOCC1	6	-21	-4	-3	13	2	14	1.5	4	-85
CCOC(=O)N1CCN(CCC(=O)Nc2cc(C)ccc2OC)CC1	4	-20	1	3	-4	0	-1	-0.3	29	31
COC(=O)CSc1nc(C)c2ccc(OC)cc2n1	-2	-9	0	0	-3	0	18	0.3	9	-12
CCC(C(=O)NCc1ccco1)n1nc(C)n2c(cc3occc32)c1=O (stereo unspecified)	-3	7	1	12	16	1	25	0.3	17	3
COc1cc(C=O)ccc1OCCOCCOc1ccc(Cl)cc1Cl	7	-22	-4	-4	-3	-3	-8	0.0	6	2
O=[N+]([O-])c1cc(N=Nc2ccc3ccccc3c2)ccc1O	0	-102	55*	12	14	-2	-13	-0.5	25	-104
NC(=O)Cc1ccc(C(=O)c2ccccc2)s1	0	-21	-2	-7	3	1	4	-0.1	9	-1
O=C(Cn1cnc2cc([N+](=O)[O-])ccc2c1=O)NCCc1ccc(F)cc1	2	-35	-5	-2	-3	-3	11	-0.5	42	-14
O=C(CSc1ccncc1)Nc1ccc2ccccc2c1	?	-38	-2	6	-2	-1	1	0.6	-10	-5
CCOC(=O)c1sc(NC(=O)CSc2nc3c(cc2C#N)CCCCC3)c(C#N)c1C	-1	-29	7	2	-5	-1	-4	-0.3	15	-143
FC(F)(F)C(Oc1nc(NC2CCCCC2)nc(N2CCOCC2)n1)C(F)(F)F	12	-29	-12	7	-1	2	5	-0.3	-2	40
CCOC(=O)c1c(NC(C)=O)sc2c(OCC(O)CNC(C)(C)C)c(Br)ccc12 (stereo unspecified)	-5	-25	-3	6	-38	6	-47	0.2	-3	33
COC(=O)c1cc(C#N)c(NCc2ccc(Cl)cc2Cl)nc1C	-1	-14	3	1	6	2	4	-0.6	13	-8
O=C(NCC1CCCCC1)C1CCC(=O)N(CCc2cccc(F)c2)C1 (stereo unspecified)	-4	9	-3	6	4	3	0	0.2	7	10
Cc1cc(C(=O)Nn2c(-c3ccc(Br)cc3)nc3ccccc3c2=O)ccc1[N+](=O)[O-]	-3	1	3	1	6	1	15	-0.2	9	11
Cc1cc(C)n2nc(C(=O)Nc3cccc(S(=O)(=O)N(C)c4ccccc4)c3)nc2n1	-2	18	22	3	-11	-1	-7	-0.2	13	10
Nc1nc(CSc2nc3ccccc3[nH]2)cs1	8	-69	-2	-6	6	-4	0	0.1	1	-76
COc1cccc(Oc2ccc3nnc(C(F)(F)F)n3n2)c1	-7	4	1	-1	4	3	-7	-0.1	9	4
CCOC(=O)Cc1nn2c(=O)cc(C)nc2s1	4	-17	2	0	-4	1	-16	0.1	2	0
CCOC(=O)c1c(C)[nH]c(C(=O)OCC(=O)N2CCN(S(=O)(=O)c3ccccc3)CC2)c1C	2	-34	1	-4	-4	1	-7	-0.2	1	-11
Cc1cc(NC(=O)C2(c3ccccc3)CCCC2)no1	-4	-9	1	0	2	0	3	0.0	9	9
O=C(O)C(Cc1ccc(O)cc1)N1C(=O)c2ccccc2C1=O (stereo unspecified)	-11	2	-5	2	-4	-2	9	-0.3	23	2
OCCc1ccc(O)c(-n2nc3ccccc3n2)c1	5	-55	-3	1	6	-2	18	1.1	0	-117

Platelet DG rel: hit marks shown above
| compound | HDAC3 inhib | KLF5 inhibitor | Platelet DG rel | HSF1 inh | HSP90 refold inh | HSF-1 act | AI-2 QS mod | aSyn 5UTR inh |
| --- | --- | --- | --- | --- | --- | --- | --- | --- |
| O=[N+]([O-])c1cc(N=Nc2ccc3ccccc3c2)ccc1O | 0 | -102 | 55* | 14 | -2 | -13 | 25 | -104 |

Carrying on:
SMILES	HDAC3 inhib	KLF5 inhibitor	Platelet DG rel	IEC-6 tox	HSF1 inh	HSP90 refold inh	HSF-1 act	HIF activator	AI-2 QS mod	aSyn 5UTR inh
Cc1ccc(Cc2nnc(SCC(=O)Nc3ccccc3)n(N)c2=O)cc1	1	.	.	.	-2	.	9	-0.3	?	-6
CCCNC(=O)N1CCN(Cc2ccco2)CC1	9	-10	-9	1	-5	-2	6	0.5	15	0
CCC(C)NC(=O)c1cccc(C)c1 (stereo unspecified)	.	-20	6	-6	-11	8	-5	0.0	22	-10
CC(c1ccon1)N(C)C(=O)CCc1nnc(C2(c3ccc(Cl)cc3)CCC2)o1 (stereo unspecified)	0	-70	-1	-6	2	-2	4	3.7	-11	-37
COc1cc(C)ccc1OCCCOc1cc(C)ccc1Cl	15	-30	4	-5	12	-2	-6	0.1	7	-14
Cc1ccc(-c2nc(-c3ccccn3)no2)cc1Cl	4	70*	26	11	-31	64*	-29	-6.6	1	104*
NS(=O)(=O)c1ccc(NC(=S)NNC(=O)c2cccs2)cc1	?	-40	-1	-3	-3	-6	-2	0.0	-1	8
COc1ccc(-c2csc(NC(=O)Cn3nc(C)cc3C)n2)cc1	4	-9	2	-2	-2	-1	-15	0.0	7	0
COc1ccccc1CC(=O)NNS(=O)(=O)c1ccc([N+](=O)[O-])cc1	-5	-9	1	-2	-2	2	-9	-0.5	6	10
CCC(=O)Nc1ccc2nc3c(=O)[nH]c(=S)[nH]c3nc2c1	5	-26	-3	-15	-1	-3	8	0.5	38	19
CCOC(=O)COc1ccc(C(=O)c2ccccc2)c(O)c1	-4	-5	-3	-5	4	1	8	-0.3	8	-15
COc1ccc2nc(/N=C(\N)NC(=O)C(C)(C)C)nc(C)c2c1	-10	-41	0	8	7	-5	35	3.1	30	-85
COc1ccccc1NC(=O)COc1cccc2c1CCNC2=O	-10	.	11	.	8	.	22	-0.4	17	18
CC(C)CC1NC2(C(=O)N(C)c3ccccc32)C2C(=O)N(C(C)C)C(=O)C12 (stereo unspecified)	1	5	-20	-4	0	-2	1	-0.1	2	-10
O=[N+]([O-])c1ccc(CN2CCC(Cc3ccccc3)CC2)cc1	6	-8	-1	7	-2	13	-5	-1.4	25	2
O=C(c1ccncc1)N(Cc1cc2ccccc2[nH]c1=O)C1CCCCC1	-3	22	0	8	-2	-3	-3	-1.1	7	29
CSc1nnc(Cc2sc(-c3ccccc3)nc2-c2ccccc2)o1	10	-22	-13	0	3	-1	21	-0.6	44	-28
CC(C)(C)Nc1nc(Cl)nc(NC2CCCCC2)n1	-1	-32	-2	0	2	5	-3	0.4	17	8
COC(=O)C1(NC(=O)NC2CCCCC2)CCCCC1	-4	7	26	0	-10	-1	-2	-0.3	34	-6
Cn1nc(-c2ccc3c(c2)OCCO3)c2ccccc2c1=O	-6	-3	-3	11	-13	5	-4	-0.4	31	-6
CS(=O)(=O)N(CC(=O)N1CCOCC1)c1cccc([N+](=O)[O-])c1	-2	-17	-8	3	-6	0	5	-0.3	1	-31
CC(C)C(=O)Nc1nnc(SCC(=O)Nc2ccc3c(c2)OCCO3)s1	-3	-29	11	-3	4	-3	-6	0.5	44	-5
Oc1csc(Cc2nc(-c3ccccc3F)cs2)n1	2	-65	29	-8	-2	3	15	1.6	22	-169
CCN(CC(=O)Nc1c(F)cccc1F)C(=O)COc1ccc2c(C)cc(=O)oc2c1	-1	2	9	-3	-3	-4	0	-0.3	.	6
Cc1ccn2cc(CCNS(=O)(=O)c3ccc4ccccc4c3)nc2c1	0	-23	2	0	-2	-1	-1	0.1	9	0
CCOc1ccc(NC(=S)/C(=C(\[O-])c2ccc(C)c([N+](=O)[O-])c2)[n+]2ccccc2)cc1	7	-17	-4	0	-15	9	-10	1.5	5	-58
CC(C)CSC1=NSC2=NC(=O)/C(=C\c3coc4ccccc4c3=O)C(=N)N12	9	-34	3	-2	9	-5	30	0.3	53	-16
CCOc1cccc(NC(=O)Cc2cccs2)c1	-2	-3	-2	4	1	5	-7	1.0	29	-21
CC(C)c1ccc(O)c(NC(=S)NC(=O)c2cccnc2)c1	6	18	-2	34*	-4	0	-3	3.6	-41	-49
CCc1ccccc1NC(=O)CSc1nnc(Cn2nnc3ccccc32)n1C	3	-12	1	-1	-4	-4	-10	0.1	21	-4
Cc1ccc(S(=O)(=O)NCC(C)n2cncn2)cc1 (stereo unspecified)	-10	-28	-4	-7	-4	0	16	-0.2	15	-8
O=C(O)c1cccc(S(=O)(=O)N2CCCC(c3nc4c(nnn4Cc4ccccc4Cl)c(=O)[nH]3)C2)c1 (stereo unspecified)	-9	-6	4	-2	-13	-4	-1	-9.9	.	-19
COC(=O)c1ccccc1NC(=O)CN1CCC(n2nnc3cc(C(F)(F)F)ccc32)CC1	-2	2	-1	7	-15	-1	-4	-0.4	0	-6
COc1cc(C(=O)NC(=S)NNC(=O)c2cnccn2)cc(OC)c1OC	-2	18	-6	-5	6	0	9	-0.5	-38	79*
CCOc1c2ccc(C(=O)NCc3ccccc3OC)cc2nn1CC	-29	-12	1	-3	-66*	0	-74	-3.2	18	17
Cc1ccc2c(c1)N(CC(=O)NC1CCCCC1)C(=O)c1cccnc1O2	.	12	4	0	-8	-6	1	-0.1	7	1
CC1=CC(C)[C@@H]2COC(c3ccc(O)cc3)[C@H]1C2C (stereo partly specified)	8	-37	-2	-7	-5	2	24	-28	0	10
O=C1CCCN1CCC(=O)N1CCCC(CO)(Cc2ccccc2)C1 (stereo unspecified)	3	-88	-17	-7	20	0	32	2.4	5	-98
N/C(=N\OC(=O)c1cccc2ccccc12)c1ccncc1	0	-34	10	-2	31	-6	40	4.2	-43	-53
CC(C)c1cc(C(=O)NCCc2ccccc2)no1	5	-58	3	1	15	3	12	2.0	13	-201
CCCC(=O)N(c1ccc(OC)cc1)C1C=CS(=O)(=O)C1 (stereo unspecified)	3	-18	9	2	-4	4	1	-0.3	9	9
Oc1ccc(/C=N/N2CCOCC2)c(O)c1O	-7	-42	0	-6	-8	-2	-1	-1.4	25	-37
N#CC1=C2SCN(Cc3ccccc3)CN2C(=O)CC1c1ccc2c(c1)OCO2 (stereo unspecified)	9	-30	0	1	-3	0	1	-0.5	23	8
COc1ccc(C(CC(=O)O)n2cnnn2)cc1 (stereo unspecified)	2	-7	4	-4	8	-3	4	-0.1	30	-15
NC(=O)C(c1cccc(Cl)c1)c1ncc(C(F)(F)F)cc1Cl (stereo unspecified)	1	6	-4	4	-2	4	4	-0.1	3	3
COc1cc(OC)cc(C(=O)NC(C)CCc2ccccc2)c1 (stereo unspecified)	-1	-8	-5	1	4	4	7	0.5	19	1
Cc1ccc(-c2ccc(CCC(=O)O)n2-c2cccc(C(=O)O)c2)cc1	-4	-91	0	1	-22	3	-32	0.9	21	-31

An unsorted share of the library (roughly 5% active in at least one column).
